Shn3 inh set2: reduces Shn3 3'UTR luciferase signal in osteoblasts; Clone20 osteoblast Shn3 3'UTR firefly luciferase, 24 h; inhibition, % at 12.5 µM; hit rate 0.52% among 360,000; AID 588674;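 active = mean inhibition of at least 75% with every replicate also reaching 75%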;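 note: 0% = median of neutral control wells and 100% = pilot-screen positive control compound; some compounds past the cut are filed as inactive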
HIF-2a block: HIF-2a inhibition; inhibition, % at 18.8 µM; hit rate 0.72% among 360,000; 786-0 RCC cells HIF-2a reporter, luciferase luminescence, overnight; AID 624352;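 active = inhibition of the luminescence signal of 40% or more relative to plate controls, in a single-dose primary screen at 18.75 µM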
HTR2A ag: activates the mouse 5-HT2A serotonin receptor. P35363. CHO-K1 mHTR2A beta-arrestin complementation, luminescence; percent of 30 µM serotonin response. activation, % at 7.6 µM. hit rate 0.66% among 360,000. AID 624169;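 active = activation above a run cutoff, the mean activation of all tested compounds plus 3 SD, cut at about 14% in these data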;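 note: 0% = plate median of compound wells and 100% = 30 µM serotonin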
NR2E3 ag-1: agonists of human nuclear receptor NR2E3. Q9Y5X4. GST-NR2E3/biotin-RetCOR TR-FRET, 1536-well. inhibition of corepressor binding, % at 4.78 µM. hit rate 0.12% among 320,000. AID 2300;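 active = percent inhibition above the cutoff of mean plus 3 SD of all tested compounds, set per screening campaign, cut at about 20% in these data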;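 note: 0% = DMSO wells and 100% = biotin wells as full block of FRET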
Target sequence (Q9Y5X4 whole entry, looked up): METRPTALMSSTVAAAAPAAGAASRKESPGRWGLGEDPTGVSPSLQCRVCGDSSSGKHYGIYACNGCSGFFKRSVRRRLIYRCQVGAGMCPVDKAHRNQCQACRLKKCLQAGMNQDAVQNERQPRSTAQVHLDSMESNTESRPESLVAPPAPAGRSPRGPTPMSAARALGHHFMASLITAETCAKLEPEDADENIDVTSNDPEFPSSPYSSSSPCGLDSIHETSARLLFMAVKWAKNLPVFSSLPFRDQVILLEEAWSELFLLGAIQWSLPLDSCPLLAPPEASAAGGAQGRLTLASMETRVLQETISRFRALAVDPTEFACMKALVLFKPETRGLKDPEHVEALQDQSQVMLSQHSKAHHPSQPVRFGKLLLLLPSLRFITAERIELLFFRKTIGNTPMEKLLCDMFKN
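Material: NR2E3–RetCOR corepressor complex | Quantity: 1.35 nM GST-tagged NR2E3 final | Schedule: 5 h at 4 °C | Replication: Singlicate compound wells | Reagent: RetCOR corepressor, biotinylated, 7 nM | Controls: Biotin wells as high control, 0.6% DMSO wells as low control | Signal: TR-FRET, Eu(K)-anti-GST donor, streptavidin-D2 acceptor, ex 340, em 617/671 nm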
TRPM1 prom inh: reduces MITF-dependent TRPM1 promoter luciferase signal; SK-MEL-5 TRPM1 promoter luciferase, 24 h; inhibition, % at 12.5 µM; hit rate 0.83% among 330,000;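 active = mean inhibition across replicates of 60% or more, whatever share of single replicates reaches that level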; note: values of inactives mirror those of a sister screen read the other way
hiPSC survival: enhancers of human iPSC single-cell survival; hiPSC single-cell survival, ATPlite luminescence; 100% = ROCK inhibitor wells, 0% = DMSO; survival enhancement, % at 20 µM; hit rate 0.044% among 360,000; in the data active = survival enhancement above about 18%;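 note: cells exposed to compounds for 16 hours before the ATP read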
H9c2 protect: myocardial damage modulation in H9c2 cells; hit rate 0.63% among 360,000; protection from H2O2 cell death, % at 20 µM; H9c2 cardiomyocytes, H2O2 injury protection, ATPLite, 2 h;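 active = compounds giving at least 50% protection of heart cells from peroxide-induced death in the single-dose screen, raw or plate-pattern-corrected value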;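 note: 0% = DMSO wells with peroxide and 100% = DMSO wells without peroxide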
CaV13 FRET inh: Disruptors of the CACNA1D IQ motif to Ca2+-dependent inactivation inhibitor domain association, primary screening, Förster resonance energy transfer in intact living …; HEK cells, CFP/YFP FRET ICDI-IQ, plate reader, 10 min; percent FRET-ratio fall versus neutral wells; inhibition, % at 12.3 µM; hit rate 0.098% among 340,000; AID 743397;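 active = mean replicate inhibition of at least 30% and at least 1% of replicates passing that level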;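 note: 0% = median of the neutral control wells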
NR2E3 ag-2: agonists of human NR2E3 nuclear receptor. Q9Y5X4. AID 602229. inhibition of corepressor binding, % at 3.98 µM. hit rate 0.35% among 360,000. CHO-S Gal4-NCOR/VP16-NR2E3 two-hybrid, luciferase;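 active = inhibition above the mean of all tested compounds plus 3 SD, cut at about 70% in these data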;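 note: 0% = DMSO with NR2E3 transfected cells and 100% = cells lacking NR2E3 construct; higher means lower luciferase signal from less NR2E3 corepressor binding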
PDI inh: blocks human protein disulfide isomerase activity | P07237 | PDI insulin aggregation turbidity, A650, 90 min | inhibition, % at 10 µM | hit rate 0.052% among 350,000 | AID 588391;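 active = mean inhibition across replicates of 30% or more, whatever share of single replicates reach that level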;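 note: absorbance from insulin aggregation driven by PDI reduction with DTT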
Target sequence (P07237 whole entry, looked up): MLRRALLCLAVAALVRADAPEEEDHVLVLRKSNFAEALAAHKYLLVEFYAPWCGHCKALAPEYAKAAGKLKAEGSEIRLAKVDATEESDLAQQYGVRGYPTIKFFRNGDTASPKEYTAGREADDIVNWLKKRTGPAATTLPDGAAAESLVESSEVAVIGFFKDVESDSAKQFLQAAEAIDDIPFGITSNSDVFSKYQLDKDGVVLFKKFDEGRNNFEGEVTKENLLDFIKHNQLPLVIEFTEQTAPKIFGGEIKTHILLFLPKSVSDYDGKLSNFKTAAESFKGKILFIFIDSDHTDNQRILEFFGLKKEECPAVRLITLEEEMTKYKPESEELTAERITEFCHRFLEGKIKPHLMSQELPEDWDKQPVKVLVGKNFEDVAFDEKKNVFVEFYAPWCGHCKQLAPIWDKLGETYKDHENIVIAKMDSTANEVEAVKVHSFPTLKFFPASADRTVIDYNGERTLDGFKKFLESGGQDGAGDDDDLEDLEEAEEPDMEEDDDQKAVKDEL
Peg3 prom inh: reduces Peg3 promoter-driven luciferase expression in HeLa | inhibition, % at 20 µM | HeLa PEG-Prom luciferase reporter, luminescence, overnight | hit rate 1.7% among 360,000;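 active = inhibition of at least 50% at 20 µM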
The depositor's hits bear a star; x = no result given.

SMILES | Shn3 inh set2 | HIF-2a block | HTR2A ag | NR2E3 ag-1 | TRPM1 prom inh | hiPSC survival | H9c2 protect | CaV13 FRET inh | NR2E3 ag-2 | PDI inh | Peg3 prom inh
O=C(NN=Cc1ccc(N(CCCl)CCCl)cc1)c1cc(=O)[nH]c(=O)[nH]1 | 16 | 2 | 18* | x | -7 | -0.6 | -2 | -6 | -63 | -8 | 10
COC(=O)C(O)(c1ccc(NC(=O)c2ccccc2)cc1)C(F)(F)F (stereo not drawn) | -11 | -87 | 3 | 1 | -36 | 0.8 | -3 | -5 | -71 | 14 | -26
O=C(Cn1cnc2sc3c(c2c1=O)CCCC3)NCCC(=O)N1CCC2(CC1)OCCO2 | 14 | 9 | 1 | 0 | 1 | -0.7 | 1 | -5 | 6 | 10 | 16
COc1ccc(CC2C(=O)NC(C)C(=O)N(C)C3C(=O)N(C)C(Cc4ccc(O)c(c4)Oc4ccc(cc4)C3O)C(=O)NC(C)C(=O)NC(C)C(=O)N2C)cc1 (stereo not drawn) | x | 87* | 1 | x | 104* | -1.5 | -1 | -6 | 102* | -50 | 96*
Clc1cccc(N2Cc3cc(N4CCOCC4)ccc3-n3nncc3C2)c1 | 67 | 9 | 10 | x | x | -2.2 | -3 | -10 | -9 | x | 4
CN(CC1COc2ccccc2O1)c1nc(-c2cccnc2)nc2ccccc12 (stereo not drawn) | 24 | 16 | 1 | 3 | -17 | -3.8 | 90* | -6 | -2 | -1 | 51*
CCCC(=O)Nc1cc(C(=O)N2CCC3(CC2)OCCO3)ccc1S(=O)(=O)c1ccc(C)cc1 | 7 | -6 | 3 | 3 | 11 | -4.5 | -5 | -3 | 12 | 11 | 2
CN1C2CCC1CC(=NO)C2 | -1 | 6 | 0 | 0 | 16 | -2.4 | 3 | x | -25 | x | 18
CCCCC(=O)N/N=C/c1c(O)n(C2CC2)c(=S)[nH]c1=O | 21 | 13 | 1 | -1 | 3 | 0.7 | 2 | -3 | 1 | 1 | 5
CCOP(=O)(C#CC(C)(C)C)C1(O)CCCCC1 (stereo not drawn) | 1 | 14 | 0 | -2 | -18 | 1.1 | 12 | 0 | -7 | 19 | -4
CCCCCn1c(=O)c(C(=O)NCc2ccco2)c(O)c2ccccc21 | 47 | 14 | 18* | 3 | 1 | -0.4 | 37 | 2 | 11 | -2 | 16
CC(C)N1CCN(Cc2cc3c(cc2Cl)OCO3)CC1CCO (stereo not drawn) | 4 | 11 | -9 | 4 | 2 | -0.5 | 10 | -1 | -31 | 3 | 15
COc1ccc(CN2CC=C(c3ccc(F)cc3)CC2)cc1Br | -2 | 13 | -1 | x | -7 | -0.3 | -5 | -2 | 25 | -4 | 31
CCOP(=S)(OCC)SCC(=O)NC(C)(CC)C(=O)O (stereo not drawn) | -10 | 10 | 2 | -3 | -1 | -1.4 | -2 | -4 | -12 | -1 | 2
O=C1NC(=O)N(Cc2cccs2)C(=O)/C1=C/c1ccc(N2CCOCC2)cc1 | -17 | 18 | 2 | 1 | 0 | 0.7 | 5 | -3 | 1 | 8 | 2
O=C1OCCC1NC1=NCCC1 (stereo not drawn) | -1 | 10 | 0 | -1 | 6 | 0.8 | 2 | -5 | -8 | -5 | 7
CSc1ccc(C(=O)C2CCCN(Cc3cccnc3)C2)cc1 (stereo not drawn) | 29 | 4 | -6 | 1 | 2 | -1.8 | -2 | -5 | -10 | -1 | -2
O=C(NC1(C(F)(F)F)Oc2ccc(Cl)cc2O1)N1CCC2(CC1)OCCO2 (stereo not drawn) | 59 | 17 | 2 | -4 | 18 | -4.2 | 78* | -7 | -33 | 3 | 37
CN1C[C@H](CO)C[C@@H]2c3cccc4[nH]cc(c34)C[C@H]21 | 0 | 1 | 23* | 0 | 2 | -0.1 | -1 | -4 | 9 | 7 | 15
O=C1C2(c3ccccc3)CN3CN(C2)CC1(c1ccccc1)C3 | -10 | 9 | 9 | 3 | -5 | 0.5 | -1 | -11 | -6 | -3 | -9
CC1(C)CSC(Nc2ccc(F)c(Cl)c2)=N1 | -22 | -82 | -7 | 2 | -2 | -0.5 | -18 | 0 | -8 | -5 | -72
CCc1ccccc1NC(=O)CN1CCN(C(=O)COc2ccccc2C#N)CC1 | 30 | 10 | 0 | 0 | 10 | -0.4 | -10 | -1 | -2 | 12 | 7
O=C1NC(=S)NC(=O)C12C(c1ccccc1)NC(=S)NC2c1ccccc1 (stereo not drawn) | -5 | 19 | 2 | 0 | 4 | 2.1 | 6 | -1 | 1 | 9 | -8
COc1cc(C(=O)N2Cc3ccccc3-n3nncc3C2)cc(OC)c1OC | -15 | 1 | 2 | x | x | -0.7 | 6 | -6 | -11 | 3 | 5
CCOC(=O)[C@]12Cc3ccccc3[C@H]1N(C(C)C)C(=O)c1ccccc12 | x | 31 | -1 | x | x | -1.2 | x | -10 | -12 | x | x

Single values from the entries so far.
In CaV13 FRET inh, `Clc1cccc(N2Cc3cc(N4CCOCC4)ccc3-n3nncc3C2)c1` is entered as -10
In HIF-2a block, `O=C(Cn1cnc2sc3c(c2c1=O)CCCC3)NCCC(=O)N1CCC2(CC1)OCCO2` is entered as 9
In Shn3 inh set2, `CCCCCn1c(=O)c(C(=O)NCc2ccco2)c(O)c2ccccc21` is entered as 47

Continued:
SMILES | Shn3 inh set2 | HIF-2a block | HTR2A ag | NR2E3 ag-1 | TRPM1 prom inh | hiPSC survival | H9c2 protect | CaV13 FRET inh | NR2E3 ag-2 | PDI inh | Peg3 prom inh
CC1([N+](=O)[O-])COP(=O)(NCc2cccnc2)OC1 (stereo not drawn) | 0 | 0 | 0 | x | 6 | 0.6 | -3 | -3 | -12 | -6 | 0
Cc1cc(C)c2c(ccc3cccc[n+]32)c1 | 75 | 13 | 0 | 2 | x | -0.7 | -4 | -4 | -8 | -13 | -1
CC(=O)OC1(c2ccccc2)CCN(C)CC1(C)C (stereo not drawn) | -15 | 10 | 3 | 2 | -1 | 0.0 | 7 | -2 | 12 | 0 | 6
c1ccc2cc(C3N4CCCN34)ccc2c1 (stereo not drawn) | -5 | -21 | -1 | 3 | 0 | -1.2 | -9 | -3 | -5 | -7 | -3
O=C(Nc1ccc(Cl)cc1)N1CC2CC(C1)c1cccc(=O)n1C2 (stereo not drawn) | -5 | -115 | 3 | 0 | -11 | -0.2 | -4 | -6 | -14 | 7 | -96
COC(=O)C1=C(c2ccccc2)C[C@@H]2CC[C@H]1N2C(=O)NCCO | 21 | 2 | 13 | 6 | 0 | 6.6 | -2 | -11 | 15 | 9 | 2
Cc1cccc(C)c1-n1nnnc1C(CCc1ccccc1)N1CCC(n2c(=O)[nH]c3ccccc32)CC1 (stereo not drawn) | 16 | 0 | -4 | x | x | -2.2 | -13 | -5 | -31 | x | 98*
CSc1ncc(/C=C2/C(=O)NC(=O)N(C3CCCCC3)C2=O)cn1 | -9 | 7 | 2 | -1 | 10 | -0.6 | 6 | x | -22 | -2 | 11
O=C(c1ccccc1F)c1cn(Cc2ccccc2)c2ccccc12 | 39 | 4 | -11 | -3 | 5 | -1.1 | -11 | -2 | 17 | 3 | 23
COC(=O)C1=C(c2ccc(-c3ccccc3)c(F)c2)C[C@@H]2CC[C@H]1N2C(=O)NCCc1ccccc1 | 62 | 12 | -14 | 4 | 8 | -3.1 | -16 | -10 | -16 | 4 | 16
CNCC(C)c1ccccc1 (stereo not drawn) | 7 | 7 | 7 | -4 | 7 | 5.5 | -3 | -6 | -2 | 11 | -6
CC(=O)N(C1=NCCCS1)c1ccccc1Cl | 18 | 16 | 7 | -2 | -5 | 3.4 | 5 | -1 | 6 | 0 | 14
c1ccc2c(CCNC3=NCCC3)c[nH]c2c1 | -9 | 18 | 2 | 6 | 7 | 0.1 | 7 | x | -5 | 5 | 7
O=C(c1ccc(C(F)(F)F)cc1)C1CCCN(Cc2ccc(CO)o2)C1 (stereo not drawn) | 15 | 5 | -9 | 2 | -2 | -0.9 | -7 | -10 | -21 | 1 | 3
O=C(Cn1cc(C(=O)c2ccccc2F)c2ccccc21)NCc1ccco1 | -15 | -17 | 4 | 8 | 12 | 3.4 | 0 | -12 | -1 | -2 | 5
Cc1cc(/C=C2\C(=O)NC(=O)N(c3ccccc3F)C2=O)c(C)n1-c1cc(C(=O)O)cc(C(=O)O)c1 | -13 | 7 | -5 | 15 | 0 | -0.1 | 3 | -19 | 1 | 1 | -14
COc1cccc(CNCCc2c[nH]c3ccccc23)c1 | -5 | 11 | 32* | 5 | -13 | -0.6 | 5 | -19 | -58 | -31 | -13
CC(C)N1CC=C(c2c[nH]c3ccccc23)CC1 | 1 | 8 | 2 | 1 | 17 | -0.3 | -1 | -6 | 8 | -6 | 10
CCOC(=O)C1=C(N)OC(C)=C(C(=O)OCCOC)C12C(=O)Nc1ccccc12 (stereo not drawn) | -10 | 7 | -6 | -2 | 7 | 3.2 | 1 | -5 | -16 | -5 | 21
O=[N+]([O-])c1cc(S(=O)(=O)c2ccc(O)c([N+](=O)[O-])c2)ccc1O | -24 | 6 | -1 | 2 | -10 | -0.5 | 2 | -17 | -7 | 8 | 11
CN(C)/C=C(\C=[N+](C)C)c1[nH]ncc1[N+](=O)[O-] | 12 | 12 | 2 | -1 | 8 | 0.0 | 8 | -4 | -24 | 0 | -3
NC(=O)Cn1cc(C(=O)c2ccccc2)c2ccccc21 | -1 | 5 | -2 | -3 | -2 | 0.9 | -2 | -1 | 1 | -3 | 8
CC1C(c2cccs2)=[N+]([O-])C(C)(C(=O)c2ccc(F)cc2)N1O (stereo not drawn) | 18 | 1 | -2 | 2 | 14 | -0.9 | 4 | -9 | -10 | -6 | 1
O=C1NCN(c2ccccc2)C12CCN(C(c1ccccc1)c1nnnn1C1CCCC1)CC2 (stereo not drawn) | 0 | 15 | -1 | x | x | 0.5 | 9 | -4 | -25 | x | 10
COC(=O)C(O)(c1ccc(NC(=S)NC(=O)c2ccc(Cl)cc2Cl)c(C)c1)C(F)(F)F (stereo not drawn) | 9 | 12 | -5 | -3 | 10 | 0.2 | -12 | -1 | 34 | -13 | 8
COc1ccc(CC(=O)Nc2ccc3c(C(F)(F)F)cc(=O)oc3c2)cc1OC | 8 | -1 | -6 | -1 | 2 | 10 | 7 | -3 | 7 | 6 | -7
COC(=O)c1c(N)n(Cc2ccc(OC)cc2)c2nc3ccccc3nc12 | 2 | -16 | -2 | 0 | -6 | -2.7 | -8 | x | -9 | 1 | 7
COC(=O)C1=C(c2ccc(OC)c(OC)c2)C[C@@H]2CC[C@H]1N2C(=O)NCCNC(C)=O | -6 | 6 | 0 | 2 | 2 | 0.6 | 7 | -5 | -13 | -3 | 3

Just HIF-2a block, hiPSC survival and Shn3 inh set2, for two of the compounds above:
smiles | HIF-2a block | hiPSC survival | Shn3 inh set2
CCCCC(=O)N/N=C/c1c(O)n(C2CC2)c(=S)[nH]c1=O | 13 | 0.7 | 21
CCOP(=O)(C#CC(C)(C)C)C1(O)CCCCC1 (stereo not drawn) | 14 | 1.1 | 1

The list is partial. The share of hits here may be higher or lower than overall.
